TRHR agonist: qHTS for Small Molecule Agonists and Allosteric Enhancers of Human TRH Receptor: Primary Screen for Agonists; TRHR cells, calcium flux fluo-8, FDSS agonist mode; Thyrotropin-releasing hormone receptor (Homo sapiens), P34981; activation, % at 2 µM; 360,000 tested, 0.18% active; in the data active means activation above about 30%; further: 0% is about no effect
Target sequence (P34981 whole entry, looked up): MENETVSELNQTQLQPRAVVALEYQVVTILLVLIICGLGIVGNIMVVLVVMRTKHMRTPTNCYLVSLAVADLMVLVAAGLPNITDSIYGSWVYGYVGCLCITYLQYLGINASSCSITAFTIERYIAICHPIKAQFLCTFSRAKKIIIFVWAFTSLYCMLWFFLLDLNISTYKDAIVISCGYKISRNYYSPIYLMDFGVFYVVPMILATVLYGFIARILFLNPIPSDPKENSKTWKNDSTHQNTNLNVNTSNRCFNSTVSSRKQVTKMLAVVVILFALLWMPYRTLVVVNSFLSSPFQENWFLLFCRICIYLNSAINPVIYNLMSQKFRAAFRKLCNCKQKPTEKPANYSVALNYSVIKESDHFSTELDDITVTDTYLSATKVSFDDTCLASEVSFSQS
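Steps: seed TRHR cells overnight; add fluo-8 no-wash Ca dye, RT 30 min–1.5 h; record 10 s baseline; pin-transfer compounds; monitor fluorescence 1 cycle/s for the agonist window. Calcium increases flag candidate agonists.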
POLK inh: qHTS for Inhibitors of Polymerase Kappa. purified Pol kappa, fluorescent DNA synthesis assay, 10 min. Potency, µM (top dose mostly 107 µM), for inactives: top-dose activity, negative = inhibition, most hits filed as inhibitors. 400,000 tested, 0.53% active; further: potency means the concentration at half of the fitted maximal effect; on the % scale 0 is the no-effect control and ±100 the full control effect
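Here, compound and 10 nM enzyme are combined for 15 min at room temperature; adding 50 nM substrate (final) starts DNA synthesis, tracked by fluorescence at 0 and 10 min against buffer-only wells.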
Apoferritin bind: qHTS Assay for Identification of Novel General Anesthetics | 350,000 tested, 0.074% active | apoferritin/1-aminoanthracene competitive binding, fluorescence | Potency, µM (highest dose often 77.5 µM), inactives show at the highest dose activity change, negative = displacement, hits mostly inhibitors | Ferritin light chain (Equus caballus), P02791; further: potency means the concentration at half of the fitted maximal effect; on the % scale 0 is the no-effect control and ±100 the full control effect; nearly all actives have a fitted effect of over 20% in size
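Read-out: endpoint 1-AMA fluorescence, excitation 380 nm and emission 535 nm, after compounds sit 10 min at room temperature with 10 uM horse-spleen apoferritin in 50% saturated 1-AMA/PBS. Values come from four-parameter Hill fits.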
POLB inh: qHTS Assay for Inhibitors of DNA Polymerase Beta; Potency, µM (highest dose often 114 µM), for the others: at the highest dose activity change, negative = inhibition, actives largely listed as inhibitors; Pol beta primer extension/strand displacement, fluorescence kinetic; P06746; 340,000 tested, 1.3% active; further: potency means the concentration at half of the fitted maximal effect; on the % scale 0 is the no-effect control and ±100 the full control effect
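Kinetic readout of DNA synthesis with strand displacement by Pol beta. Compound and 10 nM enzyme sit 15 min at room temperature; 50 nM substrate starts the reaction, read immediately and at 10 min.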
12-LOX inh: Primary qHTS assay for inhibitors of human arachidonate 12S-lipoxygenase (ALOX12): Round 2; Polyunsaturated fatty acid lipoxygenase ALOX12 (Homo sapiens), P18054; 580,000 tested, 1.1% active; AID 1671190, 2021; Potency, µM (highest dose often 108 µM), without a hit: top-dose activity change, negative = inhibition, hits mostly inhibitors; purified 12hLO, xylenol orange hydroperoxide absorbance; further: potency means the concentration at half of the fitted maximal effect; on the % scale 0 is the no-effect control and ±100 the full control effect
Target sequence (P18054 whole entry, looked up): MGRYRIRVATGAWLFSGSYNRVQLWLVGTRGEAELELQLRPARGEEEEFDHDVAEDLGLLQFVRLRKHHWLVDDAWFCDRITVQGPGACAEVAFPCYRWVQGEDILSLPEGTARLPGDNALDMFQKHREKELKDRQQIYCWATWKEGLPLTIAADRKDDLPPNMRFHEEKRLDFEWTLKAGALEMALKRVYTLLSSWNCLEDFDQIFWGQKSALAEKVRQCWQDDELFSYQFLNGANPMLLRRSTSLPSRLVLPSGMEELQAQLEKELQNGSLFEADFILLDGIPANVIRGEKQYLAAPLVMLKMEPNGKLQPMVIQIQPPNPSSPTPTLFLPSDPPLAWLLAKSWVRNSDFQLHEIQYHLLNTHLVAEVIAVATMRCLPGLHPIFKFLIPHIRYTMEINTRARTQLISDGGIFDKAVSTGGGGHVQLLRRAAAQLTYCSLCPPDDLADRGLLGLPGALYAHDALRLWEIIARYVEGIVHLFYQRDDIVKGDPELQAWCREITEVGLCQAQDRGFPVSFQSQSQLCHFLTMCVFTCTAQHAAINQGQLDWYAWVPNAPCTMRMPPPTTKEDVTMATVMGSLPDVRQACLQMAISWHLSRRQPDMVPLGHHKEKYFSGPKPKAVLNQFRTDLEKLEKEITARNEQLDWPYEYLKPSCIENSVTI
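Purified human 12hLO (150 nM final) in 25 mM Hepes, 0.01% Triton X-100, pH 7.0 was preincubated 15 min at room temperature with compound. Then 40 uM arachidonic acid was added, 30 min. Hydroperoxide was read by Fe-XO absorbance ratio 573/405 nm.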
POLI inh: qHTS for Inhibitors of Polymerase Iota | DNA polymerase iota (Homo sapiens), Q9UNA4 | Pol iota fluorescent replication assay, 10 min | Potency, µM (titrated, usually from 115 µM), for inactives: top-dose activity, negative = inhibition, hits mostly inhibitors | 390,000 tested, 1% active | AID 588590, 2011; further: potency means the concentration at half of the fitted maximal effect
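Pol iota at 10 nM preincubated 15 min with compounds at room temperature; reaction started with fluorescent substrate, 50 nM final. Fluorescence read kinetically at 0 and 10 min; buffer-only wells as negative control.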
APE1 inh: qHTS Assay for Inhibitors of the Human Apurinic/apyrimidinic Endonuclease 1 (APE1); DNA repair nuclease/redox regulator APEX1 (Homo sapiens), P27695; recombinant APE1, TAMRA/BHQ-2 abasic DNA cleavage fluorescence; Potency, µM (series often up to 65.8 µM), without a hit: at the highest dose activity change, negative = inhibition, most hits filed as inhibitors; 350,000 tested, 0.35% active; AID 2517, 2012;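 further: potency means the concentration at half of the fitted maximal effect; plate controls were vehicle for no effect and reference inhibitor for full effect; nearly all actives have a fitted effect of over 55% in size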
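Endonuclease cleavage of a quenched abasic-site DNA duplex (50 nM) by APE1 (0.75 nM) was tracked by TAMRA dequenching. Compounds were preincubated with enzyme 15 min at room temperature; data normalized to buffer-only and DMSO wells plus NSC13755 control.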
BLM inh: qHTS Assay for Inhibitors of Bloom's syndrome helicase (BLM); recombinant BLM DNA unwinding, fluorescence dequenching; Potency, µM (highest dose often 56.1 µM), for inactives: at the highest dose activity change, negative = inhibition, usual class: inhibitors; RecQ-like DNA helicase BLM (Homo sapiens), P54132; 350,000 tested, 0.2% active;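 further: potency means the concentration at half of the fitted maximal effect; plate controls were vehicle for no effect and no enzyme for full effect; nearly all actives have a fitted effect of over 35% in size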
ERG Ets-DNA blk: qHTS for Small Molecule Inhibitors of the ERG Ets/DNA interaction; AID 624246, 2012; Potency, µM (top dose mostly 76.9 µM), for inactives: top-dose FP activity, negative = inhibition, usual class: inhibitors; Transcriptional regulator ERG (Homo sapiens), P11308; fluorescence polarization, His-ERG Ets domain / labelled DNA; 370,000 tested, 0.028% active; active means well fitted inhibition curve with a large enough effect in the polarisation, with a control signal flat; inconclusive means small, poorly fitted or top-dose-only effect, or effect the other way, or a change in a side signal; inactive means no such curve, though single readings can be large or run the other way; the % refers to the polarisation;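 further: polarization taken with two DNA probes labelled with fluorescein and Texas red; potency means the concentration at half of the fitted maximal effect; % of control where 0% means no effect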
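His-tagged ERG Ets domain (1 uM in the protein solution; 300mM KCl, 50mM Tris-HCl, 1mM EDTA, 1mM DTT, pH 7.5) received compound, then a probe mix of 5 nM fluorescein-DNA and 100nM Texas-615-DNA. Fluorescence polarization was read for both dyes.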
The depositor's hits bear a star; ? = inconclusive; · = not tested or not shown; & = joins results of further samples; [ ] = dose if it differs, or a comment. Unless noted, the call rests on the fitted dose curve; in most records, active means well fitted curve in the direction sought with a large enough effect; inconclusive means small, poorly fitted or top-dose-only effect, or another doubt; inactive means no such curve, though single readings can be large; an effect the other way counts as inactive or inconclusive.

SMILES	TRHR agonist	POLK inh	Apoferritin bind	POLB inh	12-LOX inh	POLI inh	APE1 inh	BLM inh	ERG Ets-DNA blk
Cc1cc(C)c2c(N)c(C(=O)Nc3ccc(F)cc3)sc2n1	-1.1	-3%[60.1 µM]	82%[activator]	47%	4%	?	-3%	-1%	-2%
CCOC(=O)N1CCC(NC(=O)c2cccc3c2C(=O)N(CCOC)C3)CC1	0.1	-13%	-2%	-11%	1%	5%	-5%	?	6%
O=C1c2ccccc2-n2c1nc1ccccc1c2=O	-0.2	-16%[60.1 µM]	-14%&-6%	25%	-14%&1%&-12%	80%[activator]	-1%&-6%&-7%	-14%&-10%&-4%	-12%
O=C(COc1cccnc1[N+](=O)[O-])N1CCc2ccccc21	-0.3	-8%	-7%	-14%	-4%	5%	1%	1%	-11%
Cc1nnc(SCC(=O)NNC(=O)c2ccccc2)n1N	-0.1	16%	·	·	164%[activator]	11%	-8%	·	-12%
CCc1ccc(C(=O)CCC(=O)Nc2cccc(S(=O)(=O)N3CCCCC3)c2)cc1	0.0	-12%	·	·	-9%	-9%	-17%	·	5%
COc1ccc(N(C)S(=O)(=O)c2ccc3c(c2)NC(=O)CC(=O)N3)c(OC)c1	0.4	-9%	-9%	3%	-24%	1%	55%[activator]	1%	5%
CCN(CC)C(=O)C1CC(=O)N(c2ccc(OC)cc2)C1c1ccc(OC)cc1 (configuration not stated)	0.0	-7%	-10%	5%	0%	9%	-9%	-5%	1%
CCN(CCCNC(=O)c1cc2c(=O)[nH]c3ccccc3c2s1)c1ccccc1	0.0	2%	-20%	16%	-30%	-5%	·	-9%	1%
Cc1c(NC(=O)c2cccc(NC(=O)c3ccco3)c2)cccc1C(=O)O	0.7	-15%	0%	6%	21%	-2%	-2%	-5%	·
Cc1cc(C(=O)OCC(=O)N2CC(=O)Nc3ccccc32)no1	0.0	-1%	-8%	12%	0%	56%[activator]	0%	0%	-3%
CCCCCn1c(=O)[nH]c2cc(C(=O)N3CCN(c4ccc(OC)cc4)CC3)ccc2c1=O	-0.6	-14%	-9%	28%	-20%	12%	·	-3%	-10%
CCOC(=O)/C(=N\Nc1ccccc1Cl)N1CCN(C)CC1	-1.1	9%	-4%	27%	1%	12%	-3%	3%	-7%
O=c1[nH]c(CSc2nnc3ccccn23)nc2cc(C(F)(F)F)ccc12	-0.3	·	-1%	1%	0%	·	-1%	-2%	·
COC(=O)c1ccccc1NC(=O)CSc1nncn1-c1ccccn1	0.1	-6%	-5%	-2%	-5%	80%[activator]	31%[12.4 µM]	3%	8%
COc1ccc(NC(=O)CCc2nc(-c3ccc(C)cc3)no2)c(OC)c1	0.1	0%	-8%	1%	4%	-9%	-2%	2%	-10%
Cc1ccccc1C(=O)N1CCC(C(=O)Nc2ccccc2N2CCCC2)CC1	0.1	3%	·	·	-2%	25%	-4%	·	3%
NC(=O)C1CC(=O)N(c2ccc(OCC(=O)Nc3cccc(C(F)(F)F)c3)cc2)C1 (configuration not stated)	-0.5	-10%	2%	2%	-3%	-5%	-7%	-7%	11%
COc1ccc(CNC(=O)c2ccc(Cn3c(=O)c4cccn4c4cccnc43)cc2)cc1OC	0.3	0%	-7%	-2%	-16%	56%[activator]	·	-9%	2%
COc1ccccc1CNC(=O)c1nccnc1CO	1.0	-4%	9%	0%	-4%	19%	28%	-5%	11%
COc1ccc(C(=O)NCC2(N3CCN(C)CC3)CCCCC2)cc1	0.6	7%	-10%	19%	0%	5%	·	2%	-5%
Cc1ccc(NC(=O)c2ccco2)c(NC(=O)c2ccc(Cl)cc2)c1	-0.4	-19%	?	14%	?	107%[activator]	32%	-3%	-2%
O=C(CSc1nnc(Nc2ccccc2)s1)Nc1ccc(S(=O)(=O)N2CCOCC2)cc1	0.5	-10%	-2%	0%	24%	7%	-10%	-1%	-1%
O=C(O)c1cccc(Nc2nc3ccccc3nc2NS(=O)(=O)c2ccccc2)c1	·	-11%	·	·	?	40%[activator]	-5%	·	2%
CCC1CCCCN1C(=O)CSc1nnc(CNC(=O)c2c(F)cccc2Cl)o1 (configuration not stated)	0.2	-18%	-12%	-6%	-25%	19%	6%	-1%	-6%
C/C(CC(=O)NCCCN1CCOCC1)=N\NC(=O)COc1cccc2ccccc12	0.9	14%	-12%	-1%	-4%	22%	-3%	1%	5%
CCOc1ccc(NC(=O)c2cn(-c3ccc(OCC)cc3)c(=O)c3cc(OC)c(OC)cc23)cc1	0.6	-11%	-17%	-16%	0%	13%	-3%	-11%	8%
O=C(O)[C@@H]1CN[C@@H](C(=O)O)C1	·	8%[19.4 µM]	20%	·	9%	·	-2%	·	·
CC1(C)CC(=O)C2=C(C1)N(c1ccc(F)cc1)C(=O)C2(NC(=O)c1ccccc1F)C(F)(F)F (configuration not stated)	-0.7	-3%	-6%	50%	10%	15%	-1%	-3%	·
Nc1ccc(Cl)c(S(=O)(=O)Nc2ccc(Cl)cc2)c1	0.1	-4%	-1%	3%	-8%	18%	-2%	-4%	10%
Cc1cc(=O)oc2cc(OCC(=O)N3c4ccccc4CC3C)ccc12 (configuration not stated)	-1.5	2%	-9%	22%	-2%	7%	1%	-3%	2%
COc1ccc(COCC(O)CN2CCC(C(N)=O)CC2)cc1OC (configuration not stated)	-0.1	-2%	-5%	31%	1%	37%[activator]	1%	-3%	-11%
CCCCc1ccc(NC(=S)NCc2ccc(OC)cc2)cc1	0.0	-19%	?	-22%	?	-27%	-1%	-14%	-5%
COc1cccc(C2=NC(C)(C)NC(c3ccccc3O)C2)c1 (configuration not stated)	0.8	-2%	-23%	5%	-21%	-4%	-5%	-6%	16%
Cc1ccc(CN2C(=O)CCSc3ccc(Cl)cc32)cc1	0.5	-19%	-21%	37%	0%	2%	14%	-8%	0%
O=C(COC(=O)C12CC3CC(CC(C3)C1)C2)Nc1nc2c(F)c(F)c(F)cc2s1	1.5	-2%	-16%	14%	9%	19%	-2%	-2%	1%
CCCn1c(CN2CCN(C(=O)OCC)CC2)nc2cc(NC(=O)CC)ccc21	0.4	0%	28%	14%	0%	111%[activator]	53%[activator]	-3%	-12%
CC(=O)OCC#CCSc1nnc(-c2cccc(Br)c2)o1	-1.0	-26%	?	4%	0%	?	·	-2%	-4%
COc1ccc(/C(C)=N/NC(=S)NCc2ccco2)cc1	-0.1	-15%	-15%	18%	40µM*	8%	0%	-3%	5%
CC(C)COc1ccc2[nH]c3c(c2c1)CCCC3=O	1.4	-11%	2%	?	228%[activator]	2%	1%	-5%	-3%
COc1ccc(CCN(C)C(=O)c2cccc(S(=O)(=O)N3CCN(c4ccc(F)cc4)CC3)c2)cc1OC	·	1%	·	·	-6%	8%	·	·	-4%
CCOC(=O)c1ccc(N2C(=O)c3n[nH]c(C)c3C2c2ccc(OC)c(OC)c2)cc1 (configuration not stated)	-0.2	5%	?	0%	-5%	18%	1%	-1%	8%
CCc1ccc(NC(=O)CCc2nc3sc4c(c3c(=O)[nH]2)CCCC4)cc1	0.2	?	·	·	?	?	10%	·	-1%
COc1cc(OC)cc(C(=O)N[C@H](C(=O)OCC(=O)Nc2ccc(OC)c(OC)c2)C(C)C)c1	-0.9	-3%	-15%	-15%	0%	-14%	-4%	-5%	-2%
Cc1ccc(C(=O)NNC(=O)C2CCN(c3nccc(C)n3)CC2)cc1	0.6	0%	-5%	2%	6%	24%	0%	-1%	·
Cc1ccc(C)c(CSc2nnc3[nH]c(=O)cc(-c4ccccc4)n23)c1	0.0	-3%[60.1 µM]	-14%	22%	-1%&-17%	5%	·	-5%	-3%
COc1ccc(S(=O)(=O)NCc2ccccc2)cc1	0.0	0%	?	2%	-2%	8%	-4%	1%	-2%
O=C(Nc1nnc2n1CCS2)c1ccco1	0.1	3%	-3%	14%	0%	13%	14%	-1%	-8%
COc1ccc(-c2nnc(SCC(=O)N/N=C/c3ccccc3C(=O)O)n2-c2ccc(Cl)cc2)cc1	-0.3	4%	2%	-3%	17%	13%	-2%	0%	28%
CC1CCN(C(=O)CN2CCSc3ccc(S(=O)(=O)N(C)C)cc32)CC1	0.5	-8%[60.1 µM]	-1%	6%	0%	-21%	·	1%	-2%
O=C(c1cc(-c2cccs2)nn1-c1ccccc1)N1CCN(S(=O)(=O)c2ccccc2)CC1	1.0	0%	·	·	?	39%[activator]	44%	·	-5%
Cc1ccc2c(c1)C(c1ccccc1)N(C(=O)c1ccccc1[N+](=O)[O-])CC(=O)N2 (configuration not stated)	0.2	-13%	-3%	9%	-4%	48%[activator]	-4%	-4%	0%
Cc1noc(C)c1NC(=O)N(C)C[C@H]1Oc2ccc(NC(=O)Cc3ccccc3)cc2C(=O)N([C@H](C)CO)C[C@@H]1C	·	3%	·	·	1%	-12%	9%	·	1%

These rows are one share of the data, so the mix of outcomes need not match the whole.
